MBD2 inh – inhibitors of MBD2 binding to methylated DNA, primary screen, biochemical, TR-FRET, DNA-binding domain, human | Methyl-CpG-binding domain protein 2 (Homo sapiens), Q9UBB5 | MBD2 binding to methylated oligonucleotide | inhibition, % at 4.4 µM | 370,000 compounds, 0.31% hits | AID 686964, 2013; in the data active = inhibition above about 13%
Tn7 DDE FP – inhibitors of Tn7 peptide binding to fibrin DD(E), primary screen, biochemical, fluorescence polarization, human fibrin, Tn7 probe. Fibrinogen beta chain (Homo sapiens), P02675. FP displacement of FITC-Tn7 peptide from fibrin DD(E); 0% = median of compound wells per plate. inhibition, % at 8.3 µM. 370,000 compounds, 0.13% hits. AID 720508, 2013;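 active = inhibition above the mean of compounds falling within the control limits plus 3 SD of them, cut at about 14% in these data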;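 also: 0% = plate median of compound wells and 100% = 10 µM Aha-Tn7 peptide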
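Also added: labelled Tn7 tracer, 0.1 µM; Assay system: human fibrin DD(E) protein; Amount: 2 µM fibrin DD(E); Schedule: 10 min compound pre-incubation, 3 h probe incubation at room temperature; Repeats: one replicate per compound; Read-out basis: percent inhibition; Measured by: fluorescence polarization of the labelled Tn7 tracer.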
Tn6 DDE FP – inhibitors of Tn6 peptide binding to fibrin DD(E), primary screen, biochemical, fluorescence polarization, human fibrin, Tn6 probe | AID 720509, 2013 | inhibition, % at 8.3 µM | 370,000 compounds, 0.21% hits | Fibrinogen beta chain (Homo sapiens), P02675 | Fibrin DD(E) TRITC-Tn6 fluorescence polarization displacement;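 active = inhibition above a per-campaign cutoff: mean of compounds within control limits plus 3 SD, cut at about 15% in these data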;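 also: 0% = median of all compound wells on the plate and 100% = blocking peptide control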
ARFGAP1 inh – inhibitors of rat ARFGAP1 GAP activity, primary screen, biochemical, fluorescence polarization, GDP tracer; Arfgap1-stimulated ARF1 GTP hydrolysis, GDP FP detection; ADP-ribosylation factor GTPase-activating protein 1 (Rattus norvegicus), Q62848; AID 651572, 2012; inhibition, % at 16.5 µM; 360,000 compounds, 0.26% hits;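 active = inhibition above a per-plate limit, mean inhibition of low control wells plus 3 SD, cut at about 25% in these data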;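 also: 0% = DMSO wells with enzyme and 100% = wells lacking Arfgap1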
Target sequence (Q62848 1-136 limits assumed): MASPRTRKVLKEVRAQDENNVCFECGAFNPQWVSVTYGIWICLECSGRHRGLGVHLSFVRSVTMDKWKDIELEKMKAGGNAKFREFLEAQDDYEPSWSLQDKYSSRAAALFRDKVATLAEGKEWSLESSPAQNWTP
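Material: rat Arfgap1 GAP domain (His6, aa 1-136), purified enzyme. Also added: human ARF1(Δ1-17)-GTP substrate. Compound dosing: 16.5 µM single point, 1.26% DMSO. Timing: enzyme reaction 120 min at 25 °C after 20 min preincubation. Signal: GDP detection by fluorescence polarization. Read-out basis: percent inhibition of GAP-stimulated GDP formation, scaled between DMSO and no-Arfgap1 medians.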
PLC-gamma1 inh – PLC-gamma1 enzyme inhibitors, primary screen, biochemical, fluorescence, purified enzyme. fluorogenic substrate. 370,000 compounds, 0.84% hits. 1-phosphatidylinositol 4,5-bisphosphate phosphodiesterase gamma-1 (Homo sapiens), P19174. inhibition, % at 12.2 µM; in the data active = inhibition above about 9.5%
UHRF1 binding – UHRF1 methylated DNA binding inhibitors, primary screen, counter-screen for MBD2 inhibitor project, biochemical, TR-FRET, human UHRF1, single concentration; E3 ubiquitin-protein ligase UHRF1 (Homo sapiens), Q96T88; UHRF1 binding to methylated oligo; inhibition, % at 4.4 µM; 370,000 compounds, 0.75% hits; AID 687016, 2013; in the data active = inhibition above about 21%;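 also: UHRF1 SRA domain binding a hemimethylated CpG hairpin DNA probe; 0% = median of test compound wells and 100% = reference inhibitor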
ADAM17 inh – ADAM17 inhibitors, primary screen, biochemical, QFRET | recombinant ADAM17, EDANS/DABCYL FRET peptide cleavage | inhibition, % at 6.95 µM | 370,000 compounds, 0.83% hits;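 active = inhibition above the mean of compounds lying between control limits plus 3 SD, set per campaign, cut at about 8.5% in these data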;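 also: 0% = DMSO-only wells as the low control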
ASAP1 inh – inhibitors of human ASAP1 ArfGAP activity, primary screen, biochemical, fluorescence polarization. ASAP1-stimulated ARF1 GTP hydrolysis, GDP FP detection. inhibition, % at 16.5 µM. 360,000 compounds, 0.19% hits. AID 624377, 2012; in the data active = inhibition above about 25%;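 also: 0% = vehicle with enzyme and substrate and 100% = no enzyme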
Target sequence (Q9ULH1 325-724 limits assumed): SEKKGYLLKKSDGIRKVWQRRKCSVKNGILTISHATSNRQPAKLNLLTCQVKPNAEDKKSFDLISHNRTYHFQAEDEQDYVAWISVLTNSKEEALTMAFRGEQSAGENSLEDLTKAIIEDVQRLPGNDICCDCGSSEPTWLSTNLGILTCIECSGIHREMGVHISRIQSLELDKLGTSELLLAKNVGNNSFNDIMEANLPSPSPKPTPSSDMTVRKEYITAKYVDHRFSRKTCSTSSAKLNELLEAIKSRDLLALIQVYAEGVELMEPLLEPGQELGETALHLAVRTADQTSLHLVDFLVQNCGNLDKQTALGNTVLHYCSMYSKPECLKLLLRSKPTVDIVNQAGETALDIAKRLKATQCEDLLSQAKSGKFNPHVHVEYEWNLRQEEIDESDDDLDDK
PLCb3 inh – human PLC-beta3 inhibitors, primary screen, biochemical, fluorescence | 1-phosphatidylinositol 4,5-bisphosphate phosphodiesterase beta-3 (Homo sapiens), Q01970 | Purified PLC-beta3, fluorogenic substrate | inhibition, % at 12.2 µM | 370,000 compounds, 0.18% hits | AID 720704, 2013; in the data active = inhibition above about 11%;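 also: 0% = median of compound wells on plate and 100% = full blocker control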
proKLK7 act – proKLK7 zymogen activators, primary screen, biochemical, fluorescence intensity | Kallikrein-7 (Homo sapiens), P49862 | purified proKLK7, EDANS-DABCYL substrate fluorescence; 100% is mature enzyme control, 0% vehicle | activation, % at 7 µM | 370,000 compounds, 0.9% hits | AID 652039, 2013;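 active = activation above the mean of all tested compounds plus 3 SD, computed per campaign excluding outliers beyond control limits, cut at about 13% in these data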
Target sequence (P49862 whole entry, looked up): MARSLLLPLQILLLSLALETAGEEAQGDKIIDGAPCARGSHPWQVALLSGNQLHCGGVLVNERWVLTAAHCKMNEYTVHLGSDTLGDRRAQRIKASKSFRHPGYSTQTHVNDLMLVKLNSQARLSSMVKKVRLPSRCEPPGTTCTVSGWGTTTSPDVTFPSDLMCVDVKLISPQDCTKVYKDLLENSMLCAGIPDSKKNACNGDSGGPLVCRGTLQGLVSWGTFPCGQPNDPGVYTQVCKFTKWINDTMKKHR
Active calls of the source: *; i = inactive; . = no result given; & = joins results of further samples. Random draw from the library, and some 4.1% of all compounds hit somewhere here.

Values run as follows: MBD2 inh, Tn7 DDE FP, Tn6 DDE FP, ARFGAP1 inh, PLC-gamma1 inh, UHRF1 binding, ADAM17 inh, ASAP1 inh, PLCb3 inh, proKLK7 act
> CCOc1ccc(-c2cc(C(=O)O)c3ccccc3n2)cc1
 : 2, 3, 1, -2, i, -1, i, -6, i, 33*
> Cc1cc(C)n(-c2ccc(C(=O)N3CCN(S(=O)(=O)c4ccc(C(C)C)cc4)CC3)cc2)n1
 : -4, -5, -1, -12, 2, 0, -3, 6, -1, -0.4
> Cn1c(=O)c2c(nc(Sc3ccccc3N)n2C)n(C)c1=O
 : -4, 1, -9, -5, 0, 1, -6, 2, -3, -0.5
> Cc1ccc(S(=O)(=O)Nc2nc3ccccc3nc2NCc2ccc3c(c2)OCO3)cc1C
 : 2, 4, 4, -3, 0, 0, 1, -8, 3, -0.3
> CCN(C[C@H]1N[C@@](C)(C(=O)OC)[C@H]2C(=O)N(C)C(=O)[C@@H]12)C(=O)Nc1ccc(OC)cc1
 : 2, 8, 6, -3, 2, -1, -4, 4, 3, 0.1
> O=C(CSc1nnc(-c2cnccn2)n1Cc1ccco1)c1ccc(Cl)c(Cl)c1
 : 2, 1, 4, -1, -3, -1, -3, -4, -4, 0.3
> COc1ccccc1NC(=O)CN1CCN(CC(=O)Nc2ccc(OC)c(OC)c2)CC1
 : 1, -8, 5, -1, 4, -1, 2, 10, 0, 0.0
> COc1ccc(OC)c(NC(=O)CN(C)CC(=O)Nc2ccccc2Br)c1
 : -2, -1, -7, 5, 0, 3, -4, 4, -2, 0.1
> Cc1cc(C)c(-n2nnnc2SC(C)C)c(C)c1
 : -5, 0, -1, 7, 1, 0, 2, -1, 0, -0.9
> CCOc1ccccc1NC(=O)COC(=O)CCOc1cc(C)ccc1C
 : 0, -9, 3, -4, 8, 1, -2, 6, 5, 0.4

Remaining list, next part:
Values run as follows: MBD2 inh, Tn7 DDE FP, Tn6 DDE FP, ARFGAP1 inh, PLC-gamma1 inh, UHRF1 binding, ADAM17 inh, ASAP1 inh, PLCb3 inh, proKLK7 act
> O=C(CNC(=S)N(CCCN1CCOCC1)Cc1cccs1)NCCCN1CCOCC1
 : -1, 2, 4, -5, -2, 0, -1, 3, 6, -0.2
> Cc1ccc(C(=O)NC(=S)N2CCCCCC2)cc1
 : -1, 3, 5, 5, 1, 1, -1, -12, 1, 0.6
> CC1(c2ccc3c(c2)OCO3)NC(=O)N(CC(=O)Nc2ccc(N3CCOCC3)cc2)C1=O (configuration not stated)
 : 1, 6, -1, 0, 5, 3, 2, 1, 1, 0.2
> O=C(O)c1ccccc1-c1ccccc1C(=O)Nc1cccc2ccccc12
 : 4, -1, -2, -10, 0, 0, -1, 12, 2, 0.1
> O=C(CCN1C(=O)c2ccccc2S1(=O)=O)NCc1ccc(F)cc1
 : -5, 3, -4, 11, -1, -1, -5, 13, -5, 0.1
> CCCCCCN(C(=O)CCCCCN1C(=O)NC(c2ccc([N+](=O)[O-])cc2)C(C(=O)OCc2ccccc2)=C1C)C(C(=O)NCCCC)C1CCCCC1 (configuration not stated)
 : -8, -6, 6, -5, -1, -1, 0, -5, -1, 0.2
> NC(=O)c1ccc(Oc2ncc(C(F)(F)F)cc2Cl)cc1
 : 2, 3, 3, 4, -3, -1, 0, -12, -1, -0.3
> Cc1cccc(C(C)C)c1NS(=O)(=O)c1cn(C)nc1C
 : 6, 1, 3, 7, 0, 7, -3, 12, -11, 0.1
> O=C(CN(Cc1cccs1)C(=O)CNS(=O)(=O)c1ccc(Cl)cc1)NCc1ccco1
 : -2, 15*, 3, 1, 0, 0, 0, -1, 1, 0.4
> CN(C(=O)/C=C/c1ccco1)c1ccccc1C(=O)O
 : 1, -3, 0, 12, -25, 6, -35, 4, -47, 1.3

(listing goes on)
Values run as follows: MBD2 inh, Tn7 DDE FP, Tn6 DDE FP, ARFGAP1 inh, PLC-gamma1 inh, UHRF1 binding, ADAM17 inh, ASAP1 inh, PLCb3 inh, proKLK7 act
> COC(=O)c1ccccc1NC(=S)NC(=O)c1ccc2c(c1)OCO2
 : 1, 5, 7, 0, -3, -6, -5, -6, -14, -1.6
> CCN1C(=O)CC(N2CCC(Nc3ccc(F)cc3)CC2)C1=O (configuration not stated)
 : -8, -5, 2, -3, 3, 1, 0, -3, 2, -0.5
> COc1cc(CN(C(=O)c2cc3ccccc3oc2=O)C2CCS(=O)(=O)C2)cc(OC)c1OC (configuration not stated)
 : -5, -3, -1, 0, 2, -3, -2, 1, -5, 0.3
> O=C1CNC(=O)/C1=C/c1ccc(Br)cc1
 : 0, 1, 2, -7, -1, -6, -1, -2, -7, 0.1
> CCOC(=O)c1[nH]c(C)c(C(=O)NC(C)CC)c1C (configuration not stated)
 : -1, 4, 3, 2, 2, 1, -1, -11, 3, 0.1
> COc1ccc(Cc2nc(-c3ccccc3)no2)cc1
 : -2, -2, 11, 6, -2, 1, 1, -9, 6, 0.6
> COCc1nnc(NC(=O)CCc2ccccc2)s1
 : 4, -1, -1, 5, 1, 3, -5, -6, -1, 0.3
> O=c1oc2ccccc2c(N2CCCCC2)c1CN1CCCCC1
 : 1, 5, -3, -9, 2, -2, 1, -10, 0, 0.5
> Cn1nc(C(=O)Nc2ccc(-n3cnnn3)cc2)c2ccccc2c1=O
 : -3, 5, -5, 7, 0, -5, -1, 12, 0, -0.4
> NC1=NC(=Nc2ccc(S(N)(=O)=O)cc2)c2ccccc21
 : 1, 3, 7, 3, 6, 2, -3, -3, -3, 0.0

One compound at a time (already shown). Order of values: MBD2 inh, Tn7 DDE FP, Tn6 DDE FP, ARFGAP1 inh, PLC-gamma1 inh, UHRF1 binding, ADAM17 inh, ASAP1 inh, PLCb3 inh, proKLK7 act
Cn1nc(C(=O)Nc2ccc(-n3cnnn3)cc2)c2ccccc2c1=O is entered as -3, 5, -5, 7, 0, -5, -1, 12, 0, -0.4
O=C1CNC(=O)/C1=C/c1ccc(Br)cc1 is entered as 0, 1, 2, -7, -1, -6, -1, -2, -7, 0.1
O=c1oc2ccccc2c(N2CCCCC2)c1CN1CCCCC1 is entered as 1, 5, -3, -9, 2, -2, 1, -10, 0, 0.5

Next entries
Values run as follows: MBD2 inh, Tn7 DDE FP, Tn6 DDE FP, ARFGAP1 inh, PLC-gamma1 inh, UHRF1 binding, ADAM17 inh, ASAP1 inh, PLCb3 inh, proKLK7 act
> Cc1cccc(NS(=O)(=O)c2csc(C(N)=O)c2)c1
 : -3, -8, -3, 2, -2, -2, 1, 9, -4, -0.2
> COc1ccc(CNC(=O)CCSCc2cccc(Cl)c2)cc1
 : -3, 5, -6, 8, 1, -1, 1, 2, 3, -0.1
> CCCCNC(=O)c1cc2c(=O)n3cccc(C)c3nc2n(Cc2ccncc2)c1=N
 : 2, -1, -1, 3, -365, -6, i, -1, -473, 45*
> O=C(NCCN1CCC(n2c(=O)[nH]c3ccccc32)CC1)c1ccc(Cl)cc1
 : 1, -7, 5, 2, -1, -1, -3, -10, -1, -0.3
> C=CCc1cccc(/C=N/c2nc3ccccc3n2CC)c1O
 : 0, 11, 1, 5, -52, 3, -6, -1, -50, -0.1
> CC1=CC(C)(C)NC(=S)N1c1ccc2ccccc2c1
 : 0&-1, 3&2, -4&3, -11&-2, -3&-1, -2&-2, -11&-2, -15&8, -6&4, -0.5&-0.8
> S=c1[nH]nc(-c2cccs2)n1Cc1ccccc1
 : 2, 1, -4, -1, -153, 7, -65, 9, -204, -18
> O=C1N(c2ccccc2)C[C@@H]2C[C@@H](c3cc4ccccc4o3)N3CCC[C@@]123
 : 1, -7, -2, 8, -5, 2, 2, 7, -4, 0.2
> COc1ccccc1NC(=O)N(C)C[C@H]1OCc2cnnn2CCCC(=O)N([C@H](C)CO)C[C@H]1C
 : 2, 0, 3, 4, -6, 16, -3, -6, -1, 1.1
> NC(=O)C1CCN(C(=O)NC(=O)c2ccccc2)CC1
 : -2, 1, -7, 6, 3, 0, 4, 2, -3, 0.1

Further structures follow.
Values run as follows: MBD2 inh, Tn7 DDE FP, Tn6 DDE FP, ARFGAP1 inh, PLC-gamma1 inh, UHRF1 binding, ADAM17 inh, ASAP1 inh, PLCb3 inh, proKLK7 act
> C[C@@H](O)[C@H]1O[C@]2(C)CCC[C@H]1O2
 : -2, 3, -2, 4, 4, 3, -5, -11, 4, -0.8
> CCCCOc1ccc(-c2c(C#N)c(N)nc(SCC(N)=O)c2C#N)cc1
 : 5, -2, 4, 12, -49, 3, 0, -7, -48, -3.1
> CNc1cc(CS(=O)c2ccccc2)nc(-c2ccccc2)n1 (configuration not stated)
 : -3, -2, 7, 10, 2, -1, 0, 7, 1, 0.5
> O=C(NCCc1ccccc1F)c1ccc(Sc2ccccc2Cl)c([N+](=O)[O-])c1
 : -6, 3, 0, ., 0, -2, 0, ., 0, 0.7
> CCC(=O)NCCc1nc2ccccc2n1Cc1ccc(C)cc1
 : -1, 7, -1, 0, 19*, 1, -1, 13, -2, 0.0
> CCN1CCN(C(=O)c2cc3c(=O)oc4ccc(C)cc4c3s2)CC1
 : 1, 0, -1, -9, -3, -12, -10, 7, -4, 0.0
> O=C(Nc1ccccc1C(=O)Nc1ccc(Cl)cc1)c1cccnc1
 : 0, 2, 1, 12, 0, 0, -4, 0, -8, -0.4
> COc1ccccc1N(CC(O)CN1CCC(C)CC1)S(=O)(=O)c1ccccc1 (configuration not stated)
 : 3, -1, -6, 8, 1, 3, -2, -2, -10, -0.2
> COc1ccc(C2/C(=C(/O)c3ccc4c(c3)CC(C)O4)C(=O)C(=O)N2CCCN2CCOCC2)cc1OC (configuration not stated)
 : -7, -6, 1, 4, -5, 0, 0, -1, -13, 0.7
> COc1ccc(OCC(=O)NC(=S)Nc2ccc(S(=O)(=O)Nc3cc(OC)nc(OC)n3)cc2)cc1
 : -2, -3, -3, 0, 9, -1, 2, 2, 0, 0.4

Screens as filed in PubChem.
